# Source: PubChem
# DYRK1A inh – inhibitors of rat Dyrk1A kinase | Q63470 | ADP-Glo luminescence, NFATc1 peptide | inhibition, % at 12.5 µM | 0.43% of 310,000 active | AID 504441; in the data active = inhibition above about 50%;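 note: plate controls were vehicle with enzyme for no effect and no enzyme for full effect; many of its hits are not listed in these tables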
# GSK3A inh – human GSK-3 alpha kinase inhibition; inhibition, % at 10 µM; ADP-Glo luminescence, 60 min; 0.1% of 320,000 active; P49840;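 in the data active = inhibition above about 50%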;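 note: GST-tagged GSK-3 alpha with peptide substrate and 25 µM ATP; 0% = DMSO neutral wells and 100% = GW8510 positive control wells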
# KCNQ1 inh – inhibitors of human KCNQ1 potassium channel; AID 2642; B-score at 10 µM; CHO-K1 KCNQ1, FluxOR thallium flux fluorescence; hits give high values; 1.3% of 310,000 active;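 active = compounds whose thallium flux B-score, printed positive for inhibition, exceeds three library SD while starting fluorescence stays within three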;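 note: channel opened by potassium depolarization with thallium stimulus after 20 min compound exposure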
# GSK3beta inhib – blocks human GSK3beta kinase activity; P49841; GST-GSK3beta kinase, ADP-Glo luminescence, 60 min; hits give low values; activity score (negative = inhibition), % at 10 µM; 0.038% of 300,000 active;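 active = more than half of replicate wells score below -50%, meaning over 50% inhibition versus plate controls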;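 note: 0% = median DMSO wells and -100% = median GW8510 positive control wells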
#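 Test system – GST-tagged human GSK3beta kinase, cell-free · Incubation – 60 min enzyme reaction, room temperature · Signal – ADP-Glo luminescence · Also added – peptide substrate and ATP at 25 µM · Controls – DMSO neutral wells and GW8510 at 20 µM as positive · Buffer or medium – Tris/MgCl2 kinase buffer · Measure – Luminescence-derived activity versus plate DMSO and GW8510 wells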
# HDAC3 inh – blocks human histone deacetylase 3 | inhibition, % at 8.3 µM | AID 2718 | 0.15% of 320,000 active | recombinant HDAC3, fluorogenic peptide/trypsin coupled, fluorescence | O15379; in the data active = inhibition above about 26%, passing the limit was not always enough
# Target sequence (O15379 whole entry, looked up): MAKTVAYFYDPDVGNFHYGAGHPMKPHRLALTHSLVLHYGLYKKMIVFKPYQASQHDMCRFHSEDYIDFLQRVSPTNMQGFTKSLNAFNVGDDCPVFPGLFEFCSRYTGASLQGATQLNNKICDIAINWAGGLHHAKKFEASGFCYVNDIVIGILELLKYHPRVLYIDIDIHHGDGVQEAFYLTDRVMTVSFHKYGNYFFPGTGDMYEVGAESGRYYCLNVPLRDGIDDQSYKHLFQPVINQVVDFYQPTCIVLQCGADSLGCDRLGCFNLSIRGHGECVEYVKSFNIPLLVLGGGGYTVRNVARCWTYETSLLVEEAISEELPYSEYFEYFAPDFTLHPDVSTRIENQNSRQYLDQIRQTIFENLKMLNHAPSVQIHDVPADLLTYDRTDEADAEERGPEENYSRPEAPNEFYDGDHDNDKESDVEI
# RGS4 pot – potentiators or activators of RGS4; HEK293 M3R/inducible RGS4, carbachol calcium flux Fluo4; hits give low values; B-score at 10 µM; 0.92% of 310,000 active; AID 463111;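 active = B-score of the integrated calcium signal more than 4 SD below the library mean, with starting fluorescence not abnormally high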;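 note: negative B-score means reduced calcium response which marks RGS4 activation or potentiation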
#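 Detection: kinetic calcium fluorescence imaging with Fluo4-AM dye, 2 µM / Material: HEK293 cells with stable M3R and inducible RGS4 / Schedule: recording 10 s baseline at 1 Hz, 100 s post-agonist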
# PolyA inh – blocks polyadenylation in yeast reporter cells; S. cerevisiae SKY197-pL101 polyadenylation reporter, beta-gal luminescence; efflux-impaired pdr1/pdr3 knockout yeast; score 100 = 6 SD above DMSO; calls only at 12 µM; 0.02% of 300,000 active;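 active = lowest replicate activity score at least 50, where 100 means six control SD above control mean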;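 note: yeast exposed to compound for 9 h at 30 °C; higher score means more reporter readthrough which indicates perturbed polyadenylation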
# KCNK3 block – human KCNK3 channel inhibition, primary screen; O14649; CHO-KCNK3 thallium flux, FluxOR fluorescence; hits give low values; B-score at 10 µM; 0.84% of 340,000 active;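 active = B-score under library mean minus 4 SD, starting fluorescence ratio at most library mean plus 5 SD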;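 note: more negative B-score means stronger inhibition of thallium flux through KCNK3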
# Target sequence (O14649 whole entry, looked up): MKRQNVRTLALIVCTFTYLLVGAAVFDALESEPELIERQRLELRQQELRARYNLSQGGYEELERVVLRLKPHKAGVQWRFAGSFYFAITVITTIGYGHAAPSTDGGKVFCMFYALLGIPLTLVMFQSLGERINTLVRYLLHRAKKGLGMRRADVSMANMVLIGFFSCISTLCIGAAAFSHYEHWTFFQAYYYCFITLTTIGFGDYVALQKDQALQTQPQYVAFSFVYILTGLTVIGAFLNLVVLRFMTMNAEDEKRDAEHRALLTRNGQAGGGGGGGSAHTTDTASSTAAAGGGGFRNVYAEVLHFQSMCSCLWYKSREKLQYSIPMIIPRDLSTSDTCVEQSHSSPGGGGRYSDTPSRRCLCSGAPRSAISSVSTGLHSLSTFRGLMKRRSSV
# KCNQ1 act – human KCNQ1 channel potentiation or activation. P51787. CHO-K1 KCNQ1, thallium flux FluxOR fluorescence; hits give high values. B-score at 10 µM. 0.35% of 310,000 active. AID 2648;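 active = fluorescence ratio B-score, a plate-corrected score, at least three library SD, with initial intensity B-score within 5 SD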
#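 Test system: CHO-K1 cells stably expressing KCNQ1 / Medium: assay buffer / Also added: depolarizing K+/Tl+ stimulus, K2SO4 and Tl2SO4 each 12.5 mM in 5x stock / Incubation: 90 min dye loading and 20 min compound exposure, both at room temperature / Signal: thallium influx via FluxOR fluorescence, kinetic imaging / Evaluation: B score of baseline-normalized fluorescence ratio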
# hERG rescue – compounds protecting human hERG from proarrhythmic drug block | Q12809 | CHO-hERG, FluxOR thallium flux, dofetilide IC70 present | activation (rescue from dofetilide block), less the hit threshold, % at 10 µM | 0.51% of 310,000 active | AID 1511;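 active = activation above the mean of controls blocked by dofetilide plus 5 SD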;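 note: thallium influx through hERG after potassium depolarization seen as dye fluorescence rise; in these data hits start at about 4.7%; inactives centre near -7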
# KCNK9 block – blocks the human KCNK9 two-pore domain potassium channel; Q9NPC2; 1.2% of 310,000 active; HEK293 KCNK9, FluxOR thallium flux fluorescence; hits give low values; AID 488922; B-score at 10 µM;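 active = ratio B-score over 3 SD below the library mean, with starting fluorescence within 5 SD of its mean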;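 note: negative B-score means less thallium flux so channel inhibition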
# Active calls of the source: *; i = inactive; · = not tested or not shown. The list is partial; the hit share may differ from the screen's.
# The first 3 compounds, to show the layout:
item	SMILES	DYRK1A inh	GSK3A inh	KCNQ1 inh	GSK3beta inhib	HDAC3 inh	RGS4 pot
1	Cc1ccc(OCC(=O)OCCN2C(=O)c3ccccc3C2=O)cc1C	0	-3	i	1	-1	i
2	CCNc1nc(NCC)n2c(SCC(=O)Nc3ccc(OC(F)F)cc3)nnc2n1	-12	·	i	0	·	i
3	CCOc1ccccc1NC(=O)CCn1c(=O)oc2ccccc21	7	-4	i	1	5	i

item	PolyA inh	KCNK3 block	KCNQ1 act	hERG rescue	KCNK9 block
1	i	i	i	-6	i
2	i	i	i	-5	i
3	i	i	i	-13	i

# This part in full, repeating the preview:
item	SMILES	DYRK1A inh	GSK3A inh	KCNQ1 inh	GSK3beta inhib	HDAC3 inh	RGS4 pot
1	Cc1ccc(OCC(=O)OCCN2C(=O)c3ccccc3C2=O)cc1C	0	-3	i	1	-1	i
2	CCNc1nc(NCC)n2c(SCC(=O)Nc3ccc(OC(F)F)cc3)nnc2n1	-12	·	i	0	·	i
3	CCOc1ccccc1NC(=O)CCn1c(=O)oc2ccccc21	7	-4	i	1	5	i
4	O=C(CCCn1c(=O)[nH]c2ccsc2c1=O)N1CCN(c2ccccn2)CC1	-5	-3	i	2	-5	i
5	CC(C)CCNC(=O)CCc1nnc2ccc(N3CCC(C)CC3)nn12	12	-2	i	-1	1	i
6	CC(C)OC(=O)c1ccc(COc2ccc3ccc(=O)oc3c2)o1	2	-2	i	·	-9	i
7	COc1cc(C(=O)Nc2ccc(C)cc2)c2ccccc2n1	2	0	i	-4	-3	i
8	CCOC(=O)N1CCN(C(=O)c2cnn3c(C(F)F)cc(-c4ccc(C)cc4)nc23)CC1	6	2	i	1	3	i
9	CCN(CC)C(=O)CSc1nnc(COc2ccccc2)n1CC	0	0	i	0	8	i
10	Cc1c(Cl)c([N+](=O)[O-])nn1CCCC(=O)NC1CCCCC1	0	-1	i	0	1	i
11	Cc1nc2n[nH]c(N)c2c2c1CCCC2	-3	-3	i	1	6	i
12	O=S1(=O)C=C(Sc2nc3ccccc3s2)c2ccccc21	·	0	i	0	-2	i

item	PolyA inh	KCNK3 block	KCNQ1 act	hERG rescue	KCNK9 block
1	i	i	i	-6	i
2	i	i	i	-5	i
3	i	i	i	-13	i
4	i	i	i	-12	i
5	i	i	i	-5	i
6	i	i	i	-9	i
7	i	i	i	-9	i
8	i	i	i	-7	i
9	i	i	i	-6	i
10	i	i	i	-6	i
11	i	i	i	-13	i
12	i	·	i	-10	i

# Continuation.
item	SMILES	DYRK1A inh	GSK3A inh	KCNQ1 inh	GSK3beta inhib	HDAC3 inh	RGS4 pot
13	CC(=O)Oc1ccc(NC(=O)CSc2ccccc2)cc1	4	2	i	3	-2	i
14	Cn1c(-c2ccc([N+](=O)[O-])cc2)nc2ccccc21	-1	-1	i	1	8	i
15	CC(C)CCn1c(Br)nc2c1c(=O)n(CC(N)=O)c(=O)n2C	-9	-2	i	2	3	i
16	Cn1c(=O)[nH]c2c(Cl)nccc21	4	-1	i	6	2	i
17	CN(C(=O)c1ccc2c(c1)CCO2)C(C)(C)C	·	-2	i	-3	12	i
18	Cc1ccc2nc(Cn3cc(C(F)(F)F)ccc3=O)cc(=O)n2c1	0	-2	i	-4	-7	i
19	CN1Cc2ccccc2N(CC(=O)NCc2ccccc2)C1=O	1	-2	i	4	-20	i
20	C=CCN1C(=O)CSc2ccc(C(=O)N3CCC(C)CC3)cc21	-2	·	i	1	1	i
21	Cn1cnnc1SCNC(=O)C(F)(F)F	-4	0	i	-4	-1	i
22	CCC(=O)c1ccc(OCC(O)CN2CCN(S(=O)(=O)c3ccc(NC(C)=O)cc3)CC2)cc1 (centres undefined)	5	0	i	0	1	i
23	O=CN1Cc2ccccc2-c2ccccc2C1	-3	0	i	1	-3	i
24	COc1ccc(N2CCN(C(=O)c3ccc(CSc4ccccc4)cc3)CC2)cc1	0	-1	i	-17	4	i

item	PolyA inh	KCNK3 block	KCNQ1 act	hERG rescue	KCNK9 block
13	i	i	i	-9	i
14	i	i	i	-6	i
15	i	i	i	-11	i
16	i	i	i	-6	i
17	i	i	i	-6	i
18	i	i	i	-13	i
19	i	i	i	-5	i
20	i	i	i	-8	i
21	i	i	i	-9	i
22	i	i	i	-9	i
23	i	i	i	-5	i
24	i	i	i	-1	i

# Remaining list, next part:
item	SMILES	DYRK1A inh	GSK3A inh	KCNQ1 inh	GSK3beta inhib	HDAC3 inh	RGS4 pot
25	CNC(=S)Nc1ccc(Nc2ccccc2)cc1	4	-4	i	0	-1	i
26	C=CCn1c(C(C)NC(=O)c2cccs2)n[nH]c1=S (centres undefined)	4	-1	i	0	1	i
27	CCOc1ccccc1N(CC(=O)NCc1ccco1)C(=O)CCC(=O)Nc1nccs1	-5	-4	i	-2	-1	i
28	CC1(C)CC(=O)C(=Cc2cn(-c3ccccc3)nc2-c2ccc(Cl)cc2)C(=O)C1	2	0	i	2	6	i
29	NC(=O)c1ccc(NS(=O)(=O)c2ccc3ccccc3c2)cc1	-2	-4	i	-2	-1	i
30	Cc1ccc(S(=O)(=O)N(C)C)cc1NC(=O)COC(=O)c1ccc2c(c1)OCCO2	3	7	i	1	5	i
31	CC(=O)c1ccc(OCCCC(=O)n2nnc3ccccc32)cc1	-8	-2	i	1	2	i
32	CCOC(=O)c1[nH]c2ccc(OCC)cc2c1CCCN1C(=O)c2ccccc2C1=O	-1	-1	i	2	9	i
33	COc1ccc(OC)c(-c2cn(S(=O)(=O)c3ccccc3)nc2N)c1	1	-3	i	0	6	i
34	NC(=O)C1(N2CCCCC2)CCN(Cc2nc3ccccc3c(=O)[nH]2)CC1	-1	-2	i	2	-2	i
35	COc1cc(-c2nnc(-c3cc(OC)c(OC)c(OC)c3)o2)cc(OC)c1OC	-1	0	i	2	-21	i
36	CC1Cc2ccccc2N1S(=O)(=O)c1cccc2nsnc12 (centres undefined)	0	2	i	2	-1	i

item	PolyA inh	KCNK3 block	KCNQ1 act	hERG rescue	KCNK9 block
25	i	i	i	-11	i
26	i	i	i	-3	i
27	i	i	i	-7	i
28	i	i	i	-2	i
29	i	i	i	-8	i
30	i	i	i	-15	i
31	i	i	i	-6	i
32	i	i	i	-3	i
33	i	i	i	-2	i
34	i	i	i	-2	i
35	i	i	i	-12	i
36	i	i	i	0	i

# Further results:
item	SMILES	DYRK1A inh	GSK3A inh	KCNQ1 inh	GSK3beta inhib	HDAC3 inh	RGS4 pot
37	COc1ccc(C(C(=O)NC2CCCCC2)N(C(=O)Cc2c[nH]c3ccccc23)c2ccccc2C)cc1OC (centres undefined)	0	-2	i	2	15	i
38	CC1CCCCC1NC(=O)CNC(=O)c1cccs1 (centres undefined)	-3	1	i	-1	-7	i
39	Cc1ccccc1NS(=O)(=O)c1ccc(C(=O)NCC(c2ccco2)N2CCCCC2)cc1 (centres undefined)	2	-2	i	-1	-9	i
40	Cc1[nH]c2c(Br)cccc2c1[C@H]1[C@@H](CC#N)C1(C)C	10	-1	i	3	15	i
41	CC(C)c1ccc(NC2CCCN(C(=O)c3ccco3)C2)cc1 (centres undefined)	-3	1	i	-2	0	i
42	COc1cc(/C=N/n2c(-c3n[nH]c4c3CCC4)n[nH]c2=S)cc(OC)c1O	-1	3	i	-3	18	i
43	Cc1cc(NS(=O)(=O)c2ccc(NC(=O)/C=C/c3ccc(Br)cc3)cc2)no1	3	-1	i	1	-4	i
44	COc1ccc(S(=O)(=O)Nc2nccs2)cc1OC	7	-8	i	1	-14	i
45	O=C(/C=C/NNC(=O)c1ccc(Cl)cc1)c1ccccc1	-7	0	i	0	8	i
46	C=CCNC(=O)c1ccccc1NS(=O)(=O)c1ccc(OC)c(C(=O)N2CCOCC2)c1	0	-3	i	-3	0	i
47	O=C(O)CSCc1nc2cccnc2n1C1CCCCC1	-5	-3	i	0	0	i
48	Cc1nc(NC(=O)CSc2cc(C)c3ccccc3n2)c(Cl)cc1Cl	1	-3	i	3	9	i

item	PolyA inh	KCNK3 block	KCNQ1 act	hERG rescue	KCNK9 block
37	i	i	i	-6	i
38	i	i	i	-14	i
39	i	i	i	-9	i
40	i	i	i	-13	i
41	i	i	i	-5	i
42	i	i	i	-5	i
43	i	i	i	-9	i
44	i	i	i	-22	i
45	i	i	i	-19	i
46	i	i	i	-4	i
47	i	i	i	-11	i
48	i	i	i	-5	i

# Following part
item	SMILES	DYRK1A inh	GSK3A inh	KCNQ1 inh	GSK3beta inhib	HDAC3 inh	RGS4 pot
49	CCOC(=O)C1CCN(S(=O)(=O)CCNC(=O)c2ccccc2)CC1	1	3	i	3	-10	i
50	CC(C)N(CC#CCC(O)(c1ccccc1)C1CCCC1)CCO (centres undefined)	-4	-1	i	1	-4	i
51	CCC(Oc1ccccc1)C(=O)Nc1ccc(S(=O)(=O)Nc2cc(C)on2)cc1 (centres undefined)	6	-2	i	-1	4	i
52	Cc1nc2nc(-c3cccs3)[nH]c2cc1Br	13	3	i	-5	-4	i
53	COC(=O)CCNc1ccc2c(c1)OCCO2	3	-2	i	0	3	i
54	COc1ccc(S(=O)(=O)N2CCN(C)CC2)cc1C(=O)Nc1ccccc1	-1	3	i	-2	0	i
55	O=C(COc1ccc(Br)cc1Br)NC1CCCC1	-8	4	i	-1	0	i
56	COC(=O)CCCCCCCCC(O)CN1CCCCC1 (centres undefined)	-8	0	i	1	-5	i
57	O=C(CC12CC3CC(CC(Br)(C3)C1)C2)Nc1cccc(S(=O)(=O)NC2=NCCC2)c1	·	-6	i	2	8	i
58	NNC(=O)c1ccc(Cn2cc(Br)c(N)n2)cc1	2	0	i	1	10	i
59	COc1cc(COC(=O)c2cnc(C)cn2)c(OC)cc1Br	7	0	i	-3	-3	i
60	Cc1nnc(C)n1/N=C/c1cc(Br)cc(Br)c1O	-4	-7	i	-2	3	i
61	Cn1ccsc1=NC(=O)c1ccc(Cl)cc1	·	0	i	1	11	i

item	PolyA inh	KCNK3 block	KCNQ1 act	hERG rescue	KCNK9 block
49	i	i	i	-5	i
50	i	i	i	-6	i
51	i	i	i	-6	i
52	i	i	i	-4	i
53	i	i	i	-8	i
54	i	i	i	-7	i
55	i	i	i	-18	i
56	i	i	i	-7	i
57	i	i	i	-9	i
58	i	i	i	0	i
59	i	i	i	-14	i
60	i	i	15*	12*	i
61	i	i	i	-1	i
